Screening data from PubChem BioAssay.
Insulin prom up: MIN6 insulin promoter up-regulation; MIN6 insulin promoter-GFP reporter, high-content imaging; hits give high values; z-score at 5 µM; hit rate 0.3% among 190,000; AID 1625;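 active means z-score above 3 at 5 µM with at least 500 cells counted in the well; inconclusive means wells under 500 cells, flagged as cytotoxic or low count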
Autophagy HCS: alters autophagy in cells; hit rate 0.98% among 190,000; calls only at 10 µM (by protocol); MEF GFP-LC3 puncta imaging; test concentration mostly 10 µM;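 active means percentage of spot-positive cells more than 3 SD above its plate mean, without a fluorescence outlier flag or 80% toxicity; inconclusive means no clear call, values can overlap the other calls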;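 further: spot-positive cell cutoff set from DMSO-treated cells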
Dynein cargo inh: blocks dynein driven cargo transport along microtubules. 3617.4 mouse cells, GR-EGFP nuclear translocation imaging; test concentration mostly 20 µM; stimulated with dexamethasone, 1 µM; hits give low values. z-score, hits read low. hit rate 0.47% among 220,000. AID 1381;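 active means plate z-score of nuclear minus cytoplasmic receptor signal below a set negative limit, without overly bright fluorescence or cell loss, cut at about -3.5 in these data, passing the limit was not always enough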;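 further: z-score of nuclear minus cytoplasmic ring GR-EGFP intensity difference per well; some compounds called inactive have numbers as strong as hits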
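medium = tetracycline-free induction medium containing charcoal-stripped FBS | probe or stimulus = dexamethasone, 1.0 µM final | timing = 48 h induction, then 1 h compound, then 30 min agonist, 37 °C | detection = automated 10x imaging of fixed Hoechst-stained cells | read-out basis = nuclear versus cytoplasmic GR-EGFP signal, averaged per well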
MT stabilize HCS: microtubule stabilizers in HeLa cells | HeLa tubulin immunostaining HCS, 24 h; share of cells brighter than vehicle mean+2SD | % tubulin-high responders, % at 10 µM | hit rate 0.83% among 200,000 | AID 2205;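 active means plate Z-score above 3 for both tubulin-high and condensed-nucleus cell shares, with cell loss under 80%, at 10 µM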;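 further: anti alpha tubulin signal scored within the nucleus-defined area of each cell; some results filed as inactive read as strong as hits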
WT yeast gro inh: growth inhibition of WT yeast, mitochondrial fusion screen; inhibition, % at 10 µM; mitochondrial fusion phenotypic screen, WT strain; hit rate 2.1% among 190,000; in the data active means inhibition above about 58%; tested in S. cerevisiae
PMI inhibitors: MPI enzyme activity inhibition – biochemical, fluorescence intensity, coupled assay, primary screen (AID 1209); purified PMI enzyme, coupled fluorescence intensity; higher % means a stronger effect; inhibition, % at 20 µM; hits with a dose series show IC50 in µM; hit rate 0.42% among 190,000;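 further: plate controls were DMSO vehicle for no effect and wells lacking substrate for full effect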
b-catenin transl: beta-catenin nuclear translocation modulation; HeLa beta-catenin nuclear translocation, immunofluorescence imaging; AID 1665; nuclear translocation activity, % at 5 µM; hit rate 0.3% among 190,000;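 active means nuclear translocation activity above 50% at 5 µM, with a well cell count of 50 or more; inconclusive means wells under 50 cells across six images, flagged as toxic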;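 further: per-cell ratio of nuclear to cytoplasmic median beta-catenin stain intensity; plate controls were DMSO negative control for no effect and GSK-3 inhibitor IX positive control for full effect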
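Test system: human HeLa cell line; Doses: 5 µM primary, 0.02–20 µM confirmation; Incubation: 24 h compound exposure, 37°C; Detection: beta-catenin immunofluorescence imaging with DAPI; Read-out: beta-catenin nuclear/cytoplasmic ratio, % activation.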
Yfh1-off respiration: mitochondrial function rescue without frataxin homolog – Friedreich's ataxia, plus single-dose screen, dose response (AID 1465). S. cerevisiae Yfh1-off respiration, WST-1 reduction, 72 h; higher fold induction means a stronger effect. one-dose fold induction at 50 µM; EC50 in µM for titrated hits. hit rate 0.074% among 220,000;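 active means fold induction of absorbance versus untreated yeast above a set limit, then at least 30% activation at any dose in follow-up; inconclusive means repeats straddling the limit, or above it without dose testing; inactive means fold induction below the set limit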;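 further: activators that raise dye reduction in frataxin-depleted yeast; strong numbers were not always called active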
PMI inhibition: human PMI inhibitors, high substrate, primary screen, biochemical, fluorescence intensity, high mannose 6-phosphate (AID 1220); inhibition, % at 20 µM; hits with a dose series show IC50 in µM; hit rate 0.66% among 190,000; recombinant PMI enzyme, coupled fluorescence intensity; higher % means a stronger effect
WT yeast gro inh mutant strain: also measured in WT yeast gro inh; calls as there; inhibition, %; mitochondrial fusion phenotypic screen, mutant strain inhibition
Dynein cargo inh cytoplasmic EGFP: also measured in Dynein cargo inh; calls as there; z-score; measured here: cytoplasmic GR-EGFP intensity; hits give high values
Dynein cargo inh nuclear GR-EGFP: recorded beside Dynein cargo inh, whose call it bears; z-score; measured here: nuclear GR-EGFP intensity;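 lower value marks the stronger effect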
Dynein cargo inh cell count: also measured in Dynein cargo inh; calls as there; z-score; measured here: cell count per field
Insulin prom up cell count: further read-out of Insulin prom up, marked with its call; cell count; measured here: cytotoxicity, nuclei count;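 total cells summed across four imaged fields per well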
b-catenin transl cell count 5 µM: recorded beside b-catenin transl, whose call it bears; cell count; measured here: cell count, cytotoxicity flag
MT stabilize HCS Hoechst-high %: second read-out of MT stabilize HCS, no call of its own (marks repeat the call); % Hoechst-high responders; measured here: nuclear condensation Hoechst responders;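 share of cells brighter than vehicle mean plus two SD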
MT stabilize HCS cytotoxicity %: second read-out of MT stabilize HCS, no call of its own (marks repeat the call); toxicity, %; measured here: cytotoxicity by cell density;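 0% = mean cell density of plate MIN control wells and 100% = no cells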
Autophagy HCS cell loss 18 h: also measured in Autophagy HCS; calls as there; toxicity, %; measured here: cell loss, nuclei count;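 cell loss after 18 h compound exposure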
The depositor's hits bear a star; i = inactive; ? = inconclusive; nt = not tested or not shown; + = active, no number; & = joins results of further samples. Unless noted, no stated cut-off is given here; in the data, active means inhibition above about 50%; inactive means the rest.

SMILES	Insulin prom up	Insulin prom up cell count	Autophagy HCS	Autophagy HCS cell loss 18 h	Dynein cargo inh	Dynein cargo inh cytoplasmic EGFP	Dynein cargo inh nuclear GR-EGFP	Dynein cargo inh cell count	MT stabilize HCS	MT stabilize HCS Hoechst-high %	MT stabilize HCS cytotoxicity %	WT yeast gro inh	WT yeast gro inh mutant strain	PMI inhibitors	b-catenin transl	b-catenin transl cell count 5 µM	Yfh1-off respiration	PMI inhibition
Cn1cnnc1SC1CCCCC1NS(=O)(=O)c1ccc(Cl)cc1 (stereo unspecified)	0.03	1084	i	4	-0.92	-0.26	-0.97	-0.23	2.6	1.1	5.8	-17	-8	-26%	-0.4	986	i	-20%
COc1cccc(OC)c1C(=O)OCC(=O)NC(=O)NCc1ccccc1	-0.88	1311	i	0	-1.5	-0.27	-0.71	0.9	3.0	2.7	9.7	-9	2	-9%	0.8	1098	i	-13%
CN(C)/C=N/C(=S)Nc1ccc(Br)cc1F	0.37	984	i	-1	-0.82	-0.15	-0.17	0.87	2.5	1.6	9.6	-10	-3	20%	-4.3	997	i	18%
CC(C)(C)c1ccccc1OCCOCCSc1ncccn1	nt	nt	i	4	2.7	-0.3	1.1	-1.1	1.4	1.7	5.0	15	-28	-9%	0.1	1033	i	2%
CCCCOCC(O)CN1CCN(C(C)=O)CC1 (stereo unspecified)	1.2	1233	i	-6	-0.48	-0.23	-0.074	0.97	1.4	1.6	6.8	nt	nt	14%	1.4	1133	i	3%
COC(=O)c1cc2ccsc2n1Cc1nc(-c2cccc(Cl)c2)oc1C	-1.9	942	i	9	-0.091	-0.22	0.071	0.066	3.6	3.5	1.0	25	10	-4%	nt	nt	i	3%
COc1ccc(-c2cn3c(C)c(C(=O)N4CCCc5ccccc54)sc3n2)cc1	nt	nt	i	13	-0.67	-0.078	-0.23	-1.1	9.7	3.5	3.2	-4	-8	nt	nt	nt	i	nt
O=C(O)c1cc(-c2ccco2)nc2ccc(Br)cc12	0.23&0.94	1138&1144	i	9	-0.74	-0.34	-0.67	0.94	5.9	3.1	6.2	-13&-8	-7&17	-7%&19%	-0.6&2.9	1062&499	i	-30%&29%
CN(C)CCn1c(=S)[nH]c2ccccc2c1=O	0.43	780	i	15	0.88	-0.15	0.88	-0.71	2.7	1.6	6.9	0	26	-2%	-0.7	1102	i	-6%
Cc1ccc(Nc2nnc(SCn3nnc4ccccc4c3=O)s2)cc1	1.6	855	i	-3	1.9	-0.1	0.94	-0.91	1.7	1.8	8.5	26	12	-2%	nt	nt	i	-5%
COc1ccc(S(=O)(=O)N(C)CC(=O)Nc2ccccc2OC)cc1	nt	nt	i	-10	-0.096	0.2	0.17	0.35	2.3	1.6	4.5	-6	6	-2%	0.4	1138	i	-6%
Cc1cc(=O)[nH]c(-c2ccc(Cl)cc2)n1	0.43	1082	nt	nt	-0.26	-0.28	-0.14	0.44	nt	nt	nt	nt	nt	nt	0.0	1273	i	nt
O=C(COC(=O)C1CCCC1)NCc1ccc(Cl)cc1	-0.3	1279	i	-8	0.45	-0.22	-0.12	0.95	4.6	2.7	7.1	1	-13	3%	0.3	1006	i	0%
Cc1ccc2[nH]c(-c3ccccc3)c(CN3CCOCC3)c(=O)c2c1	-0.34	978	i	2	-1.2	0.094	-0.42	0.78	1.2	1.5	6.8	2	-5	-1%	nt	nt	i	-2%
CC1CC(C)CN(C(=O)CSc2nnc(-c3ccc(F)cc3)o2)C1 (stereo unspecified)	-0.48	968	i	5	-0.97	-0.18	-0.37	0.94	2.5	4.3	6.4	3	-1	0%	nt	nt	i	-1%
COc1ccc(CNS(=O)(=O)c2ccc3oc(C(=O)O)c(C)c3c2)cc1	nt	nt	i	-4	0.29	-0.21	-0.66	0.16	2.2	1.7	10	26	6	-17%	-0.9	1264	i	-13%
c1ccc(Cc2nnc3n2CCCCC3)cc1	-0.83	1458	i	-9	-0.53	-0.2	0.057	-0.55	4.7	2.6	6.8	-13	-18	-9%	0.1	1339	i	-1%
O=C(Nc1ccc(N2C(=O)C3C4C=CC(C4)C3C2=O)cc1Cl)c1cccs1 (stereo unspecified)	0.08	1418	i	15	0.75	-0.21	0.64	-0.56	2.9	1.5	11	6	8	6%	-3.0	1212	i	5%
O=C(O)c1ccc2nnn(O)c2c1	0.3	1447	nt	nt	-0.53	-0.23	-0.23	0.12	nt	nt	nt	nt	nt	nt	-1.0	1140	i	nt
O=C1CCc2cc(S(=O)(=O)NC(C(=O)NCc3cccnc3)c3ccccc3)ccc2N1 (stereo unspecified)	0.07	996	i	3	-0.87	-0.1	-0.29	0.62	7.4	3.4	6.2	4	-3	9%	-1.2	1160	i	7%
CC1(c2nnc(-c3ccc(F)cc3)o2)CC(c2ccc([N+](=O)[O-])cc2)=NO1 (stereo unspecified)	0.57	985	nt	nt	0.31	-0.77	0.21	-0.12	nt	nt	nt	nt	nt	nt	-1.0	1156	i	nt
COc1ccc(C(=O)NCc2nnc(SCC(=O)Nc3cc(C)on3)o2)cc1OC	0.82	1393	i	18	-1.2	-0.22	-0.35	0.8	2.6	2.5	14	1	6	-6%	2.3	930	i	0%
COc1ccc(S(=O)(=O)N2CCCC(C(=O)O)C2)cc1Cl (stereo unspecified)	0.82	1178	i	-8	-0.2	-0.22	-0.73	-0.18	3.7	2.3	5.0	-1	6	-8%	-3.8	1153	i	-14%
O=C(COC(=O)C12CC3CC(CC(O)(C3)C1)C2)NCCc1ccc(Cl)cc1	0.46	1310	i	26	0.18	-0.32	-0.2	1	3.5	2.1	7.1	3	4	-3%	-1.8	1061	i	-2%
CCOC(=O)N1CCN(C(=O)c2oc3ccc(S(=O)(=O)N4CCCCCC4)cc3c2C)CC1	-0.91	1774	i	5	-0.38	-0.23	-0.11	1.3	2.9	2.1	7.5	5	-5	2%	-0.7	1074	i	3%
CC(=O)CSc1nc2ccccc2s1	0.06	1502	i	-1	-1	-0.24	-1.1	1.6	1.7	2.4	9.0	10	15	4%	-0.4	1345	i	0%
Cc1cc2[nH]c3c(c[n+](C)c4ccccc34)c2cc1C	?	nt	+	62*	-4.4*	2.2*	-1.8*	-3.7*	19	77	83	40	20	-2%	?	nt	i	-16%
CC(C)OP(=O)(c1ccccc1)c1ccccc1	-0.08	1545	i	-8	-0.46	0.26	0.07	1.4	3.4	2.7	13	-1	2	-2%	nt	nt	i	-9%
O=C(CSc1nnnn1C1CCCCC1)N1CCCC1	0.28	1448	i	-4	0.3	-0.29	0.024	0.15	6.7	3.8	2.5	13	16	-4%	-1.7	1200	i	-10%
CCC(=O)Nc1nc(N)n(-c2ccccc2)n1	nt	nt	i	4	-0.064	-0.14	0.29	0.26	1.2	1.8	11	-11	6	2%	-6.6	1229	i	2%
CC(C)C(O)(C(=O)NNc1ccccc1)C(C)C	-0.33	1082	nt	nt	0.93	-0.2	0.52	-0.15	nt	nt	nt	nt	nt	nt	1.3	1305	i	nt
CC12CC3CC(C)(C1)CC(C(=O)NC(=S)N1CCOCC1)(C3)C2	-0.27	1575	i	4	-0.51	-0.17	-0.47	0.49	0.5	1.6	5.6	-3	-4	-5%	0.1	1323	i	-4%
COc1cc(S(=O)(=O)NCc2ccc3c(c2)OCO3)ccc1Cl	-0.75	994	i	-20	0.03	0.084	0.34	0.47	0.9	1.2	8.8	6	-1	-1%	nt	nt	i	-2%
O=C1C(=C(O)c2ccccc2)C(=O)c2ccccc21	0.9	1131	i	9	-0.75	0.18	-0.19	-0.16	4.6	2.1	7.4	7	-1	-40%	-0.3	873	i	-48%
COCC(=O)Nc1ccc(Br)c(C)c1	1.6	1589	i	-3	1.7	-0.34	1.2	-0.71	7.5	2.1	9.0	-10	8	-5%	-4.7	1088	i	-7%
CCOC(=O)N/N=C/c1c(F)cccc1F	-0.48	1257	i	6	2	0.61	1	-1.5	2.8	3.7	9.1	-6	-17	6%	nt	nt	i	6%
Cc1cccc(NC(=O)C(=O)C2C(=O)Nc3ccccc32)c1 (stereo unspecified)	-0.4	1328	nt	nt	0.97	-0.26	0.38	-0.16	nt	nt	nt	nt	nt	nt	4.0	976	i	nt
CCN(CC)S(=O)(=O)c1cc(Cl)ccc1OC	0.71	1621	i	5	-0.22	-0.23	0.045	0.23	1.8	1.3	2.8	1	3	-7%	-1.7	1038	i	2%
NCC(=O)Nc1ccc(Br)cc1	nt	nt	i	3	-0.19	0.049	0.056	0.68	1.7	2.2	4.6	5	3	-16%	0.4	1086	i	-10%

3 entries out of the list, sorted by length of the SMILES, ascending.
SMILES	Insulin prom up	Insulin prom up cell count	Autophagy HCS	Autophagy HCS cell loss 18 h	Dynein cargo inh	Dynein cargo inh cytoplasmic EGFP	Dynein cargo inh nuclear GR-EGFP	Dynein cargo inh cell count	MT stabilize HCS	MT stabilize HCS Hoechst-high %	MT stabilize HCS cytotoxicity %	WT yeast gro inh	WT yeast gro inh mutant strain	PMI inhibitors	b-catenin transl	b-catenin transl cell count 5 µM	Yfh1-off respiration	PMI inhibition
O=C(CSc1nnnn1C1CCCCC1)N1CCCC1	0.28	1448	i	-4	0.3	-0.29	0.024	0.15	6.7	3.8	2.5	13	16	-4%	-1.7	1200	i	-10%
COc1ccc(S(=O)(=O)N2CCCC(C(=O)O)C2)cc1Cl (stereo unspecified)	0.82	1178	i	-8	-0.2	-0.22	-0.73	-0.18	3.7	2.3	5.0	-1	6	-8%	-3.8	1153	i	-14%
CC1(c2nnc(-c3ccc(F)cc3)o2)CC(c2ccc([N+](=O)[O-])cc2)=NO1 (stereo unspecified)	0.57	985	nt	nt	0.31	-0.77	0.21	-0.12	nt	nt	nt	nt	nt	nt	-1.0	1156	i	nt
